POLI inh = blocks human DNA polymerase iota activity | Q9UNA4 | actives 1% (n = 390,000) | Pol iota fluorescent replication assay, 10 min | Potency, µM (highest dose often 115 µM), for the others: at the top dose activity, negative = inhibition, usual class: inhibitors; further: potency means the concentration at half of the fitted maximal effect
Target sequence (Q9UNA4 whole entry, looked up): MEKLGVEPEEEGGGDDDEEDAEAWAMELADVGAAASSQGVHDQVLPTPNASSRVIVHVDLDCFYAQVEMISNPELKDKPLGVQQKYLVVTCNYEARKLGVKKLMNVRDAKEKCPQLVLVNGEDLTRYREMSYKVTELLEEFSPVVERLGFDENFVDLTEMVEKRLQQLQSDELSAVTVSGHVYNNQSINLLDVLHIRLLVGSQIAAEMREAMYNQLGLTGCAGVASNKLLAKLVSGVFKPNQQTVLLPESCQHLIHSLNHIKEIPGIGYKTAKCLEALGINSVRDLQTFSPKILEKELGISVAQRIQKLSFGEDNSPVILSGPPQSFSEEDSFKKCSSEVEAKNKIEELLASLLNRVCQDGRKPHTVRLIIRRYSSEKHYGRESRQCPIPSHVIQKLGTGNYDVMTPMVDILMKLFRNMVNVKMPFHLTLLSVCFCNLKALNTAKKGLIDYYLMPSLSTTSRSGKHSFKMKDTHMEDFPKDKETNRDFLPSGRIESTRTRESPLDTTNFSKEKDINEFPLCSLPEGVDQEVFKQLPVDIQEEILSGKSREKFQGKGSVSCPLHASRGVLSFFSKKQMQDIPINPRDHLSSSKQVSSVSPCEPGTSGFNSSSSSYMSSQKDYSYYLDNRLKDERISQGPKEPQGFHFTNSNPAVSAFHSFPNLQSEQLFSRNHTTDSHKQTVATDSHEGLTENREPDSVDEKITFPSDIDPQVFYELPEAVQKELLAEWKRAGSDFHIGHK
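Pol iota at 10 nM preincubated 15 min with compounds at room temperature; reaction started with fluorescent substrate, 50 nM final. Fluorescence read kinetically at 0 and 10 min; buffer-only wells as negative control.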
BLM helicase inh = Bloom syndrome helicase (human) inhibition | P54132 | recombinant BLM DNA unwinding, fluorescence dequenching | Potency, µM (doses to about 56.1 µM), inactives show at the top dose activity change, negative = inhibition, most hits filed as inhibitors | actives 0.2% (n = 350,000) | AID 2528;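 further: potency means the concentration at half of the fitted maximal effect; plate controls were vehicle for no effect and no enzyme for full effect; nearly all actives have a fitted effect of over 35% in size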
APE1 inh = inhibitors of human APE1 endonuclease | P27695 | recombinant APE1, TAMRA/BHQ-2 abasic DNA cleavage fluorescence | Potency, µM (series often up to 65.8 µM), inactives show top-dose activity change, negative = inhibition, actives largely listed as inhibitors | actives 0.35% (n = 350,000) | AID 2517;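 further: potency means the concentration at half of the fitted maximal effect; plate controls were vehicle for no effect and reference inhibitor for full effect; nearly all actives have a fitted effect of over 55% in size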
Target sequence (P27695 whole entry, looked up): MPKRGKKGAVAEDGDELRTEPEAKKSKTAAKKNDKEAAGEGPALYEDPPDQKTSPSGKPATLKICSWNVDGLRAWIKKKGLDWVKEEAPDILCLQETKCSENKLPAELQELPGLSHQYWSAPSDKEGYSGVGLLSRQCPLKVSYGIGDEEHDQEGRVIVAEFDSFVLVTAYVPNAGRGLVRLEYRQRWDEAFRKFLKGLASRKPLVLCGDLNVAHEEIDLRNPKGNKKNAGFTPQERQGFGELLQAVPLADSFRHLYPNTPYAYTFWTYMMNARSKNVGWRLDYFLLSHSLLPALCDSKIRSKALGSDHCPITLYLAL
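Readout is kinetic fluorescence (ex 525, em 598 nm) from cleavage of 50 nM TAMRA/BHQ-2 THF abasic duplex by 0.75 nM APE1, compound added 15 min beforehand at RT.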
LDHA inh = blocks human lactate dehydrogenase A | purified LDHA, NADH/diaphorase-resazurin fluorescence; stronger effect = lower value | P00338 | AID 1347041 | activity change, % (values are at about 110 or 230 µM) | actives 0.15% (n = 480,000); in the data active means activity change below about -30%; inconclusive means mostly about -25% to -30%;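 further: plate controls were DMSO wells for no effect and wells without enzyme for full effect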
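Human LDH5 (2 nM) was incubated with 0.06 mM NADH and 0.2 mM pyruvate for 5 min at room temperature in Tris pH 7.4. Remaining NADH was coupled through diaphorase/resazurin, and resorufin fluorescence was read at 0 and 20 min.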
GRP78 ERSR act = induces the endoplasmic reticulum stress response in human glioma cells | U87-MG GRP78 promoter luciferase reporter, 16 h | AID 602332 | Potency, µM, for the others: top-dose activation, actives largely listed as activators | actives 0.02% (n = 420,000); further: potency means the concentration at half of the fitted maximal effect; series mostly up to about 76 µM; % of control where 0% means no effect; nearly all actives have a fitted effect of over 35% in size
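Stably transfected U87-MG human glioma cells carrying a GRP78-based luminescent sensor were seeded at 1000 cells/well, pin-dosed with compounds and incubated 16 h. Luciferase reagent was then added, and end-point luminescence was read after 10 min at room temperature.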
POLB inh = DNA polymerase beta (human) inhibition; P06746; Pol beta primer extension/strand displacement, fluorescence kinetic; Potency, µM (series often up to 114 µM), inactives show at the top dose activity change, negative = inhibition, usual class: inhibitors; actives 1.3% (n = 340,000); AID 485314; further: potency means the concentration at half of the fitted maximal effect; on the % scale 0 is the no-effect control and ±100 the full control effect
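Homogeneous kinetic assay of primer extension and strand displacement by 10 nM Pol beta, preincubated 15 min at room temperature with compound before 50 nM substrate (final) was added. Read at 0 and 10 min; four-parameter Hill fit.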
Pol kappa inh = DNA polymerase kappa (human) inhibition | AID 588579 | actives 0.53% (n = 400,000) | purified Pol kappa, fluorescent DNA synthesis assay, 10 min | Q9UBT6 | Potency, µM (top dose mostly 107 µM), for the others: at the top dose activity, negative = inhibition, actives largely listed as inhibitors; further: potency means the concentration at half of the fitted maximal effect; on the % scale 0 is the no-effect control and ±100 the full control effect
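Enzyme at 10 nM met test compounds for 15 min at room temperature. Substrate addition (50 nM final) began the reaction, which was monitored by fluorescence at 0 and 10 min.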
Apoferritin bind = candidate novel general anesthetic via apoferritin binding; P02791; apoferritin/1-aminoanthracene competitive binding, fluorescence; Potency, µM (highest dose often 77.5 µM), without a hit: at the highest dose activity change, negative = displacement, most hits filed as inhibitors; actives 0.074% (n = 350,000); AID 485281; further: potency means the concentration at half of the fitted maximal effect; on the % scale 0 is the no-effect control and ±100 the full control effect; nearly all actives have a fitted effect of over 20% in size
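Read-out: endpoint 1-AMA fluorescence, excitation 380 nm and emission 535 nm, after compounds sit 10 min at room temperature with 10 uM horse-spleen apoferritin in 50% saturated 1-AMA/PBS. Values come from four-parameter Hill fits.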
Pol eta inh = inhibitors of human DNA polymerase eta; Q9Y253; recombinant Pol eta, fluorescent DNA replication assay; Potency, µM (highest dose often 114 µM), for the others: top-dose activity change, negative = inhibition, hits mostly inhibitors; actives 1.2% (n = 390,000); further: potency means the concentration at half of the fitted maximal effect; on the % scale 0 is the no-effect control and ±100 the full control effect
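Pol eta (10 nM) was preincubated with compounds for 15 min at room temperature, after which fluorescent replication substrate (50 nM final) was added to start the reaction. Fluorescence was read kinetically at 0 and 10 min.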
* marks the source's active call; other numbers are inactive results; ? = inconclusive; . = not tested or not shown; & = joins results of further samples; [ ] = remark or other dose. Unless noted, the call rests on the fitted dose curve; in most records, active means well fitted curve in the direction sought with a large enough effect; inconclusive means small, poorly fitted or top-dose-only effect, or another doubt; inactive means no such curve, though single readings can be large; an effect the other way counts as inactive or inconclusive. Not all compounds are listed; the hit share may differ from the screen's.

(1) CCc1noc(C)c1C(=O)Nc1sc(C(=O)N(C)C)c(C)c1C(=O)OC
(2) O=C(CSc1nnnn1C1CCCCC1)NCc1ccccc1
(3) CCOc1ccc(NC(=O)Nc2ccc3c(c2)N(C)C(=O)CS3)cc1
(4) Cc1c(NC(=O)C(C)OC(=O)/C=C/c2ccccc2)c(=O)n(-c2ccccc2)n1C (stereo unspecified)
(5) CCOC(=O)CNc1nc2ccccc2n2c(C)nnc12
(6) OCC1N=C(c2ccccn2)OC1c1ccccc1 (stereo unspecified)

screen / no.	1	2	3	4	5	6
POLI inh	3%	7%	-8%	29%	6%&2%	-8%
BLM helicase inh	1%	-5%	1%	-1%	-7%&-2%	-5%
APE1 inh	-2%	2%	-8%	-10%	-2%	1%
LDHA inh	-5	-8	-1	-1	0&-4	-4
GRP78 ERSR act	-2%	2%	-1%	-5%	-5%&3%	-1%
POLB inh	-10%	-15%	-16%	-8%	-6%&-12%	44%
Pol kappa inh	-12%	-1%	5%	14%	-11%&1%	-4%
Apoferritin bind	4%	-3%	5%	-4%	-4%&-9%	-6%
Pol eta inh	-10%	5%	-4%	-3%	0%&2%	5%

Reprinted from the part before: three entries, then new ones.
(4) Cc1c(NC(=O)C(C)OC(=O)/C=C/c2ccccc2)c(=O)n(-c2ccccc2)n1C (stereo unspecified)
(5) CCOC(=O)CNc1nc2ccccc2n2c(C)nnc12
(6) OCC1N=C(c2ccccn2)OC1c1ccccc1 (stereo unspecified)
(7) COc1ccc(NC(=O)c2cccc(N3C(=O)c4cccc([N+](=O)[O-])c4C3=O)c2)cc1
(8) Cc1ccccc1C(=O)Nc1ccnn1C1CCN(CC2CC=CCC2)CC1 (stereo unspecified)
(9) CCCN(CCC)CCNC(=O)C1CCN(S(=O)(=O)c2cccc3nsnc23)CC1
(10) CCOc1ccc2cc(C#N)c(SCC(=O)OCc3ccccc3)nc2c1
(11) CC(C)CCN(C(=O)CCSc1ccc(F)cc1)c1c(N)n(Cc2ccccc2)c(=O)[nH]c1=O
(12) CCCCN1C(=O)C(O)(CC(=O)c2c(C)n[nH]c2C)c2cc(Br)ccc21 (stereo unspecified)

screen / no.	4	5	6	7	8	9	10	11	12
POLI inh	29%	6%&2%	-8%	-8%	7%	4%	2%	17%	2%
BLM helicase inh	-1%	-7%&-2%	-5%	-2%	1%	1%	.	.	-1%
APE1 inh	-10%	-2%	1%	6%	7%	-10%	.	-14%	-1%
LDHA inh	-1	0&-4	-4	-1	-8	-1	0	-8	-13
GRP78 ERSR act	-5%	-5%&3%	-1%	-8%	-2%	-7%	-2%	1%	1%
POLB inh	-8%	-6%&-12%	44%	16%	4%	-1%	.	.	7%
Pol kappa inh	14%	-11%&1%	-4%	0%	-16%	-6%	-6%	-10%	-16%
Apoferritin bind	-4%	-4%&-9%	-6%	-9%	-6%	-1%	.	.	-13%
Pol eta inh	-3%	0%&2%	5%	-6%	1%	5%	.	3%	-15%

(13) Cc1ccc(NC(=O)N2CCC(C(=O)c3ccc(F)cc3)CC2)cc1
(14) Cc1ccc(NC(=O)CN(C)CC(=O)Nc2ccc(F)c(Cl)c2)cc1
(15) COc1ccc(NC(=O)c2ccco2)cc1NC(=O)COc1ccc(C)c(C)c1
(16) CC(/C=C/c1ccccc1)=N/NC(=O)CCC(=O)Nc1ccccc1C
(17) CCc1ccc(NC(=O)CSc2nc3c([nH]c4ccccc43)c(=O)n2-c2cccc(OC)c2)cc1
(18) CC[C@@H]1C(c2cccc(Cl)c2)=NN(c2ccccc2)[C@H]1C(=O)N1CCOC1=O

screen / no.	13	14	15	16	17	18
POLI inh	6%	25%	71µM*	11%	4%	.
BLM helicase inh	-4%	-5%	?	-7%	-7%	-14%[75.6 µM]
APE1 inh	19%	6%	.	5%	.	-4%
LDHA inh	2	-8	-6	-4	-3	.
GRP78 ERSR act	-3%	-3%	-5%	-3%	-1%	-4%
POLB inh	-2%	28%	11µM*	4%	-12%	.
Pol kappa inh	-15%	-4%	?	-24%	-5%[60.1 µM]	-19%[60.1 µM]
Apoferritin bind	-9%	-5%	-13%	-1%	2%	458%[activator][110 µM]
Pol eta inh	-9%	-11%	89µM*	4%	-6%	.

(19) COc1ccc2c(c1)C(=O)C(=O)N2CCS(=O)(=O)c1ccccc1
(20) Cc1nnc(NC(=O)C2CCN(c3nnnn3-c3ccccc3)CC2)s1
(21) O=C(Cc1ccc(Br)cc1)NCc1ccccc1
(22) COc1cccc(CN2CCN(Cc3ccco3)CC2)c1
(23) Cc1c(Cl)cccc1NC(=O)Cn1c(=O)n(Cc2ccco2)c(=O)c2sc3ccccc3c21
(24) O=C(Nc1cccc(C(F)(F)F)c1)c1cccnc1NCCc1ccccc1

screen / no.	19	20	21	22	23	24
POLI inh	30%	-1%	151%[activator]	-16%	29%	2%
BLM helicase inh	0%	1%	-3%	0%	-2%	-16%
APE1 inh	32%	-11%	17%	45%[activator]	.	21%
LDHA inh	7	-10	-3	-24	0	-1
GRP78 ERSR act	-2%	-1%	?	-2%	-2%	-4%
POLB inh	43%	37%	3%	-25%	0%	7%
Pol kappa inh	10%	-4%	0%	-6%[60.1 µM]	-4%	-21%
Apoferritin bind	-10%	-8%	3%	6%	20%	34%[activator]
Pol eta inh	-6%	-13%	-20%	1%	?	-28%

(25) Cc1ccccc1Cn1c(=O)n(CCc2ccccc2)c(=O)c2ccccc21
(26) CC1CCC2(CC1)NC(=O)N(CC(=O)NCc1ccc3c(c1)OCO3)C2=O (stereo unspecified)
(27) Cc1cc(C(=O)O)n(C(C)(C)C)n1
(28) CCCCNC(=O)N1CCCN(c2ccc(C#N)cn2)CC1
(29) Cc1c(S(=O)(=O)Nc2ccc(Br)cc2)c(=O)n(C)c(=O)n1C
(30) O=C(Cn1ncc2c1-c1ccccc1OC2)Nc1cccc(Cl)c1

screen / no.	25	26	27	28	29	30
POLI inh	12%	-8%	125%[activator]	0%	24%	?
BLM helicase inh	-7%	-2%	-1%	-2%	1%	-1%
APE1 inh	.	-3%	7%	14%	32%	15%
LDHA inh	-5	-11	-4	-8	-7	-16
GRP78 ERSR act	-2%	-4%	-4%	9%	-5%	-4%
POLB inh	2%	-1%	5%	1%	1%	25%
Pol kappa inh	-15%	4%	-10%	4%	-12%	-15%
Apoferritin bind	-4%	?	6%	-4%	-10%	-22%
Pol eta inh	-13%	5%	1%	0%	-15%	-7%

(31) COc1ccc(C(C(=O)NCc2ccccc2)N(Cc2ccc3c(c2)OCO3)C(=O)c2cnccn2)cc1 (stereo unspecified)
(32) COc1ccc(CNC(=O)c2cnccn2)cc1
(33) CCOC(=O)c1ccc(NC(=O)CSc2nnc(C3CC3)n2CC)cc1
(34) COCC(=O)N1CCC2(CC1)CN(Cc1ccc(C#N)cc1)C2
(35) Cc1cccc(N2CCN(C(=O)c3ccc4c(Cl)c5c(nc4c3)CCCC5)CC2)c1C
(36) CCN(Cc1cc2cc(C)ccc2[nH]c1=O)C(=O)c1cccc(OC)c1

screen / no.	31	32	33	34	35	36
POLI inh	24%	-1%	22%	.	22%	2%
BLM helicase inh	-7%	3%	-7%	4%	-9%	1%
APE1 inh	-5%	-4%	-2%	0%	.	0%
LDHA inh	3	-3	0	.	-1	-4
GRP78 ERSR act	-3%	-5%	-5%	-3%	-5%	-3%
POLB inh	-11%	6%	2%	.	24%	80%
Pol kappa inh	-2%	8%	9%	-15%[60.1 µM]	-4%	-3%
Apoferritin bind	?	-6%	-10%	.	-10%	-17%
Pol eta inh	1%	-9%	-15%	.	-4%	-3%

(37) Cn1nnnc1SCC(=O)NCc1ccc2c(c1)OCO2
(38) Cn1nccc1C(=O)N1CCN(c2ccccc2F)CC1
(39) COc1cc(C(=O)Oc2ccc(C(=S)N3CCOCC3)cc2)cc(OC)c1OC
(40) N#CC1(Nc2ccc(-c3ccc(Cl)cc3)cc2)CCCC1
(41) CC(C)(C)NC(=O)CSc1nncn1NCc1cccc2ccccc12
(42) CCOC(=O)C/C(N)=N/NC(=O)c1ccc(Cl)cc1Cl

screen / no.	37	38	39	40	41	42
POLI inh	-4%	39%[activator]	26%	-1%	-9%	68%[activator]
BLM helicase inh	-5%	0%	1%	.	-1%	-4%
APE1 inh	12%	-8%	9%	.	1%	9%
LDHA inh	-2	-17	-1	4	-3	-2
GRP78 ERSR act	1%	-3%	0%	-2%	-1%	8%
POLB inh	10%	-23%	?	.	1%	27%
Pol kappa inh	10%	-5%	7%	-12%	0%	1%
Apoferritin bind	-2%	-5%	-3%	.	?	-8%
Pol eta inh	0%	-11%	-7%	-17%	-6%	-12%

(43) Cc1ccc(-n2c(N)c(C(=O)N3CCCCC3)sc2=S)cc1
(44) O/N=C/c1cn(-c2ccccc2)nn1
(45) CCOC(=O)N1CCC(N2C(=O)c3ccc(C(=O)NCc4ccc(F)cc4)cc3C2=O)CC1
(46) C=CCN(c1ccc(C(=O)NCCSc2ccccc2)cc1)S(C)(=O)=O
(47) O=C(CCCCCl)Nc1c2c(nc3ccccc13)CCC2
(48) O=C(O)CC(C(=O)O)c1ccc(OCCCCOc2ccc(C(CC(=O)O)C(=O)O)cc2)cc1 (stereo unspecified)
(49) COC(=O)c1ccc2c(=O)n(CCN3CCOCC3)c(SCC(=O)Nc3ccc(C)cc3)nc2c1
(50) O=C(NN1C(=O)C2C3C=CC(O3)C2C1=O)c1ccncc1 (stereo unspecified)

screen / no.	43	44	45	46	47	48	49	50
POLI inh	-6%	6%	40%[activator]	-4%	26%	79µM*	-20%	130%[activator]
BLM helicase inh	0%	-1%	1%	-1%	1%	3%	0%	1%
APE1 inh	-4%	2%	-11%	-1%	-6%	-2%	-18%	-3%
LDHA inh	-1	-3	-2	-5	-10	-2	-1	-6
GRP78 ERSR act	5%	4%	3%	3%	-3%	-1%	0%	-3%
POLB inh	-5%	-14%	4%	10%	60%	?	-4%	-16%
Pol kappa inh	9%	2%	-7%	-12%	-26%	79µM*	17%	-7%
Apoferritin bind	-8%	-4%	-8%	7%	-5%	-9%	-16%	-4%
Pol eta inh	-8%	-11%	-17%	-1%	-14%	18µM*	-18%	6%

Along the list, from the results shown:
GRP78 ERSR act for nos. 44–49: 4%, 3%, 3%, -3%, -1%, 0%
